Pf growth 96h: P. falciparum growth inhibition at 96 hours; P. falciparum luciferase reporter growth, 96 h; Potency, µM (top dose mostly 28.7 µM), for the others: top-dose activity change, negative = inhibition, actives largely listed as inhibitors; 320,000 tested, 6.9% active; further: potency means the concentration at half of the fitted maximal effect; on the % scale 0 is the no-effect control and ±100 the full control effect
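P. falciparum expressing integrated firefly luciferase grown in erythrocytes (2% hematocrit, 0.05% parasitemia final) with compounds for 96 hours at 37 C, 5% CO2. Growth inhibition read as loss of luminescence after adding luciferase detection reagent.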
HCV inhibitor: inhibitors of hepatitis C virus infection | Huh7.5.1 HCVcc-Cre infection, luciferase reporter, 44 h | Potency, µM (highest dose often 41.8 µM), for inactives: at the highest dose activity change, negative = inhibition, most hits filed as inhibitors | 340,000 tested, 3.4% active | AID 651820; further: potency means the concentration at half of the fitted maximal effect; on the % scale 0 is the no-effect control and ±100 the full control effect
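HCVcc-Cre virus at an moi near 0.5 was added right after compound to cells cultured 4 h from seeding (1,000 cells/well). Luciferase activity was determined 44 h later, 15 min after substrate addition at RT.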
Cycloheximide cs: affects cycloheximide protein synthesis inhibition readout, counter-screen. cell reporter, cycloheximide protein synthesis inhibition counterscreen. max response, %. 300,000 tested, 12% active; in the data active means max response mostly above about 13%, no sharp cut-off; inactive means mostly below about 14%; further: read at 38.3 µM for the half of the compounds with a filed dose; 0% is about no effect
FBPA Giardia inh: inhibitors of Giardia lamblia fructose-1,6-bisphosphate aldolase; A8B2U2; purified Giardia FBPA; Potency, µM (top dose mostly 59.6 µM), for the others: at the top dose activity, negative = inhibition, most hits filed as inhibitors; 290,000 tested, 0.71% active; further: potency means the concentration at half of the fitted maximal effect; on the % scale 0 is the no-effect control and ±100 the full control effect; nearly all actives have a fitted effect of over 55% in size
Target sequence (A8B2U2 whole entry, looked up): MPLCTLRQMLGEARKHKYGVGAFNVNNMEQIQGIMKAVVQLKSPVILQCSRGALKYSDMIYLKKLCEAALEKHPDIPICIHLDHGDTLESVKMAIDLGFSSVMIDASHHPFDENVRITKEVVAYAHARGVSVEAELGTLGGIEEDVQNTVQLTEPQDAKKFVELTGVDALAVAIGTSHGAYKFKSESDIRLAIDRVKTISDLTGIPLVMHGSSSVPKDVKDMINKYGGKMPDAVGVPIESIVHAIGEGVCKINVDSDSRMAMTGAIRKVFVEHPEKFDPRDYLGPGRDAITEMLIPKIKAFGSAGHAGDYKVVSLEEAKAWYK
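Giardia FBPA (40 nM reagent) was preincubated 10 min at RT with compound (up to 57.5 uM final), then substrate plus GAPDH/TPI/NAD/arsenate coupling system with diaphorase/resazurin was added; resorufin fluorescence (525/598 nm) was read after 20 min.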
Shiga inhibitor: blocks Shiga toxin action in Vero cells; 290,000 tested, 9.2% active; Vero cells, Shiga toxin protein synthesis inhibition reporter; inhibition, % at 38.7 µM; in the data active means inhibition mostly above about 28%, no sharp cut-off; inactive means mostly below about 43%; further: 0% is about no effect
Pf growth 48h: P. falciparum growth inhibition at 48 hours (one generation) | 310,000 tested, 5.9% active | AID 504832 | Potency, µM (top dose mostly 28.7 µM), inactives show at the top dose activity change, negative = inhibition, actives largely listed as inhibitors | P. falciparum luciferase growth in erythrocytes, 48 h; further: potency means the concentration at half of the fitted maximal effect; on the % scale 0 is the no-effect control and ±100 the full control effect
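A one-generation exposure of luciferase-tagged malaria parasites in RPMI 1640/Albumax erythrocyte culture, 37 C and 5% CO2. Inhibition is inferred from decreased luminescence after adding detection reagent.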
Active calls of the source: *; & = joins results of further samples; [ ] = another dose, or the depositor's remark. Unless noted, the call rests on the fitted dose curve; in most records, active means well fitted curve in the direction sought with a large enough effect; inconclusive means small, poorly fitted or top-dose-only effect, or another doubt; inactive means no such curve, though single readings can be large; an effect the other way counts as inactive or inconclusive.

For COCCCNc1nc(-c2ccncc2)nc2ccccc12 the results were Pf growth 96h 40%[activator], HCV inhibitor 11µM*, Cycloheximide cs -3, FBPA Giardia inh 1%, Shiga inhibitor -2 and Pf growth 48h inconclusive.
`COc1ccc(CCNC(=O)C2CC3Cn4c(nc5cc(C)c(C)cc54)C3N2C)cc1` (stereo unspecified) gave Pf growth 96h inconclusive, HCV inhibitor inconclusive, Cycloheximide cs -3, FBPA Giardia inh 8%, Shiga inhibitor 1 and Pf growth 48h inconclusive.
CC(=O)O/N=C1\C(=O)N(Cc2ccc(C)cc2)c2ccccc21 was read as Pf growth 96h inconclusive, HCV inhibitor -6%, Cycloheximide cs 7, FBPA Giardia inh 8%, Shiga inhibitor 16 and Pf growth 48h inconclusive.
Screening Cc1ccc(NC(=O)C(C)Sc2nnc(C3CC3)n2C2CC2)cc1S(=O)(=O)N1CCOCC1 (stereo unspecified) returned Pf growth 96h inconclusive, HCV inhibitor 3% and Pf growth 48h inconclusive.
Screening Cc1nc2ncnn2c(C)c1CCC(=O)O returned Pf growth 96h inconclusive, HCV inhibitor 17%&-1%, Cycloheximide cs -3, FBPA Giardia inh 5%, Shiga inhibitor -9 and Pf growth 48h 8%.
For COc1ccc(C(CNC(=O)c2cc(S(=O)(=O)NCc3ccccc3)ccc2C)N2CCOCC2)cc1 (stereo unspecified) the results were Pf growth 96h inconclusive, HCV inhibitor -20% and Pf growth 48h inconclusive.
COc1ccc(NC(=O)CC(C)c2ccccc2)c([N+](=O)[O-])c1 (stereo unspecified) was read as Pf growth 96h 39%[activator], HCV inhibitor -5%, Cycloheximide cs 19*, FBPA Giardia inh -9%, Shiga inhibitor 24 and Pf growth 48h -4%.
`COc1ccc(Oc2c(Cl)cnn(-c3ccc(F)cc3)c2=O)cc1` gave Pf growth 96h 0%, HCV inhibitor inconclusive, Cycloheximide cs 7, FBPA Giardia inh 9%, Shiga inhibitor -11 and Pf growth 48h -4%.
`COc1ccc(C(=O)Nc2nccs2)cc1` gave Pf growth 96h 2%, HCV inhibitor 2%, Cycloheximide cs 29*, FBPA Giardia inh 12% and Pf growth 48h 197%[activator].
CCC(SC1=NCCS1)C(=O)Nc1nnc(-c2ccccc2OC)s1 (stereo unspecified) was read as Pf growth 96h -26%, HCV inhibitor 13%, Cycloheximide cs 4, FBPA Giardia inh -11%, Shiga inhibitor 36 and Pf growth 48h 10%.
Screening Cc1ccc(C(NC(=O)N2CCCC2)C(Cl)Cl)cc1F (stereo unspecified) returned Pf growth 96h inconclusive, HCV inhibitor -15%, Cycloheximide cs 8, FBPA Giardia inh 2%, Shiga inhibitor 31 and Pf growth 48h inconclusive.
Screening COC(=O)/C=C1/S/C(=N/NC(=O)c2ccc(OC)cc2)NC1=O returned Pf growth 96h inconclusive, HCV inhibitor 11%, Cycloheximide cs 2, FBPA Giardia inh 12%, Shiga inhibitor 28 and Pf growth 48h 5%.

Reprinted from the part before: five entries; new compounds follow.
`COc1ccc(Oc2c(Cl)cnn(-c3ccc(F)cc3)c2=O)cc1` gave Pf growth 96h 0%, HCV inhibitor inconclusive, Cycloheximide cs 7, FBPA Giardia inh 9%, Shiga inhibitor -11 and Pf growth 48h -4%.
`COc1ccc(C(=O)Nc2nccs2)cc1` gave Pf growth 96h 2%, HCV inhibitor 2%, Cycloheximide cs 29*, FBPA Giardia inh 12% and Pf growth 48h 197%[activator].
CCC(SC1=NCCS1)C(=O)Nc1nnc(-c2ccccc2OC)s1 (stereo unspecified) was read as Pf growth 96h -26%, HCV inhibitor 13%, Cycloheximide cs 4, FBPA Giardia inh -11%, Shiga inhibitor 36 and Pf growth 48h 10%.
Screening Cc1ccc(C(NC(=O)N2CCCC2)C(Cl)Cl)cc1F (stereo unspecified) returned Pf growth 96h inconclusive, HCV inhibitor -15%, Cycloheximide cs 8, FBPA Giardia inh 2%, Shiga inhibitor 31 and Pf growth 48h inconclusive.
Screening COC(=O)/C=C1/S/C(=N/NC(=O)c2ccc(OC)cc2)NC1=O returned Pf growth 96h inconclusive, HCV inhibitor 11%, Cycloheximide cs 2, FBPA Giardia inh 12%, Shiga inhibitor 28 and Pf growth 48h 5%.
Screening Cc1ccc(C(=O)Nc2onc(C)c2C#N)cc1 returned Pf growth 96h 9%, HCV inhibitor 15%, Cycloheximide cs 12*, FBPA Giardia inh 1%, Shiga inhibitor 11 and Pf growth 48h 0%.
Screening COc1ccc(-c2nnc(NC(=O)c3ccc(F)cc3)o2)cc1 returned Pf growth 96h inconclusive, HCV inhibitor inconclusive, Cycloheximide cs -4, FBPA Giardia inh inconclusive, Shiga inhibitor 21 and Pf growth 48h inconclusive.
Screening CCOC(=O)[C@H]1[C@H]2COc3ccc(C)cc3[C@@H]2N2C(=O)CN(Cc3ccc(Cl)cc3)C(=O)[C@@]12C returned Pf growth 96h inconclusive, HCV inhibitor 7% and Pf growth 48h inconclusive.
CC(C)(C)NC(=O)NC(=O)COC(=O)c1cc(=O)[nH]c2ccccc12 was read as Pf growth 96h 28%, HCV inhibitor -5%, Cycloheximide cs -2, FBPA Giardia inh 2% and Shiga inhibitor -16.
Screening CCn1c(=O)c(CCC(=O)NCC2CCCO2)c(C)c2c(C)nn(-c3ccccc3)c21 (stereo unspecified) returned Pf growth 96h -14%, HCV inhibitor 13µM*, Cycloheximide cs -4, Shiga inhibitor -6 and Pf growth 48h -17%.
`COc1ccc(-c2csc3nc(C)nc(N4CCC(C)CC4)c23)cc1OC` gave Pf growth 96h -22%, HCV inhibitor inconclusive, Cycloheximide cs 0, FBPA Giardia inh -12%, Shiga inhibitor -6 and Pf growth 48h -6%.
`COc1cccc(COC(=O)CCNC(=O)c2ccc(Cl)cc2)c1OC` gave Pf growth 96h 5%, HCV inhibitor -10% and Pf growth 48h 4%.
Cn1c(=O)[nH]c(=O)c2c1nc(N1CCOCC1)n2CCCSc1ncccn1 was read as Pf growth 96h -22%, HCV inhibitor 6%, Cycloheximide cs 11*, FBPA Giardia inh 0%, Shiga inhibitor -4 and Pf growth 48h 20%.
For O=Cc1c(N2CCSCC2)nc2ccccn2c1=O the results were Pf growth 96h 12%, HCV inhibitor 4%, Cycloheximide cs 1, FBPA Giardia inh 0%, Shiga inhibitor 1 and Pf growth 48h 6%.
For CCO[C@@H]1OC(C(N)=O)=C[C@H](c2ccc(C(F)(F)F)cc2)[C@H]1CCCO the results were Pf growth 96h inconclusive, HCV inhibitor 15%, Cycloheximide cs 5, FBPA Giardia inh -4%, Shiga inhibitor 9 and Pf growth 48h inconclusive.
For Cc1ccc(NC(=O)CN2C(=O)S/C(=C\c3ccccn3)C2=O)cc1 the results were Pf growth 96h -8%, HCV inhibitor 5%, Cycloheximide cs -5, FBPA Giardia inh 0%, Shiga inhibitor -15 and Pf growth 48h -28%.
`COC(=O)C1CSC(C(=O)OC)N1C(=O)CN1CC(C)OC(C)C1` (stereo unspecified) gave Pf growth 96h 5%, HCV inhibitor 5%, Cycloheximide cs 0, FBPA Giardia inh 0%, Shiga inhibitor -5 and Pf growth 48h -5%.
Screening Cn1c(=O)c2cc3ccc(Cl)cc3nc2n(C)c1=O returned Pf growth 96h -8%, HCV inhibitor inconclusive, Cycloheximide cs -1, FBPA Giardia inh 1%, Shiga inhibitor 8 and Pf growth 48h 0%.
For CN(C(=O)c1ccc(NC(=O)Cc2ccc(NC(=O)C3CCN(C(=O)c4ccccc4)CC3)cc2)cc1)C1CC1 the results were Pf growth 96h 6.6µM*, HCV inhibitor 37%[activator] and Pf growth 48h inconclusive.
Screening Cc1nn(C)cc1CNC(=O)Nc1ccc(Br)cc1Cl returned Pf growth 96h inconclusive, HCV inhibitor inconclusive, Cycloheximide cs 5, FBPA Giardia inh 1%, Shiga inhibitor 19 and Pf growth 48h inconclusive.
For Cc1onc(-c2ccccc2Cl)c1C(=O)Nc1ccccc1 the results were Pf growth 96h -15%, HCV inhibitor -5%, Cycloheximide cs -1, FBPA Giardia inh 0%, Shiga inhibitor -2 and Pf growth 48h -10%.
`Cc1nc2cc(O)ccc2n1C` gave Pf growth 96h -12%, HCV inhibitor 15%, Cycloheximide cs -2, FBPA Giardia inh -1%, Shiga inhibitor 18 and Pf growth 48h 28%.
For COc1cc(C)nc(NS(=O)(=O)c2ccc(C)cc2)n1 the results were Pf growth 96h inconclusive, HCV inhibitor 10%, Cycloheximide cs 0, FBPA Giardia inh -10%, Shiga inhibitor 13 and Pf growth 48h 2%.
Screening COc1cc(C)c(NC(=O)C(=S)N2CCCC2)cc1C returned Pf growth 96h -18%, HCV inhibitor -2%, Cycloheximide cs 7, FBPA Giardia inh 2%, Shiga inhibitor -4 and Pf growth 48h inconclusive.
O=C(O)CN1C(=O)CNC1=O was read as Pf growth 96h 2%[5.75 µM], HCV inhibitor 23%, Cycloheximide cs -3, FBPA Giardia inh 5%, Shiga inhibitor -2 and Pf growth 48h 12%.
Screening O=C(Nc1ccc(Cc2ccncc2)cc1)c1cccc([N+](=O)[O-])c1 returned Pf growth 96h -9%, HCV inhibitor inconclusive, Cycloheximide cs 23*, FBPA Giardia inh -8%, Shiga inhibitor -23 and Pf growth 48h 33%[activator].
For CC1(c2ccccc2)NC(=O)N(CC(=O)Nc2ccc(S(N)(=O)=O)cc2)C1=O (stereo unspecified) the results were Pf growth 96h -3%, HCV inhibitor inconclusive, Cycloheximide cs -6, FBPA Giardia inh 2%, Shiga inhibitor 17 and Pf growth 48h 11%.
CCN(CC)CCN1C(=O)c2oc3ccc(F)cc3c(=O)c2C1c1ccncc1 (stereo unspecified) was read as Pf growth 96h -12%, HCV inhibitor 4%, Cycloheximide cs -3, FBPA Giardia inh -14%, Shiga inhibitor -5 and Pf growth 48h inconclusive.
For COc1ccc(S(=O)(=O)N2N=C(c3cccc(NS(C)(=O)=O)c3)CC2c2ccco2)cc1 (stereo unspecified) the results were Pf growth 96h 13µM*, HCV inhibitor 0%, Cycloheximide cs 1, Shiga inhibitor -5 and Pf growth 48h -11%.
C=CCc1ccc2oc(C(=O)OCC)cc(=O)c2c1O was read as Pf growth 96h 0%, HCV inhibitor 5%, Cycloheximide cs 11, FBPA Giardia inh 6%, Shiga inhibitor -6 and Pf growth 48h 1%.
COc1ccc(N2C(=NC(=O)c3ccc(Br)cc3)SC3CS(=O)(=O)CC32)cc1 (stereo unspecified) was read as Pf growth 96h 37%[activator], HCV inhibitor 12% and Pf growth 48h -17%.
Cc1ccc(C(=O)CSc2nnc(N)s2)c(C)c1 was read as Pf growth 96h -7%, HCV inhibitor -29%, Cycloheximide cs 38*, FBPA Giardia inh -1%, Shiga inhibitor 78* and Pf growth 48h 109%[activator].
`COCCCN(C(=O)CSCc1c(C)noc1C)c1c(N)n(Cc2ccccc2)c(=O)[nH]c1=O` gave Pf growth 96h inconclusive, HCV inhibitor -4% and Pf growth 48h -4%.
For Cc1ccc(NC(=O)C2CCCN(S(=O)(=O)c3ccc4[nH]c(=O)ccc4c3)C2)c(C)c1 (stereo unspecified) the results were Pf growth 96h inconclusive, HCV inhibitor 1%, Cycloheximide cs -2, FBPA Giardia inh -7%, Shiga inhibitor -1 and Pf growth 48h 0%.
`O=S(=O)(c1ccc(F)c(F)c1F)N1CCN(C(=S)NC2CC3CCC2C3)CC1` (stereo unspecified) gave Pf growth 96h inconclusive, HCV inhibitor -28%, Cycloheximide cs -2, FBPA Giardia inh 3%, Shiga inhibitor 4 and Pf growth 48h inconclusive.
`Cc1ccc(NC(=O)Cc2noc3ccccc23)nc1` gave Pf growth 96h 85%[activator], HCV inhibitor 32%[activator], Cycloheximide cs 23*, FBPA Giardia inh -1%, Shiga inhibitor 59* and Pf growth 48h 52%[activator].
Cc1cc(/C=C(\C#N)C(=O)NCc2cccs2)c(C)n1-c1ccccc1F was read as Pf growth 96h 111%[activator], HCV inhibitor inconclusive, Cycloheximide cs 52*, FBPA Giardia inh 3%, Shiga inhibitor 80* and Pf growth 48h 25%.
